ARNT-TACC3 inh – disruptors of ARNT/TACC3 protein interaction, primary screen, biochemical, AlphaScreen, single concentration; 390,000 compounds, 0.66% hits; inhibition, % at 9.99 µM; Transforming acidic coiled-coil-containing protein 3 (Homo sapiens), Q9Y6A5; AlphaScreen His-ARNT PAS-B/GST-TACC3 binding, luminescence; TACC3 fragment carries E629A point mutation; AID 623870, 2012;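 active = mean inhibition of replicates at least 50% and at least half of replicates each reaching 50%; inconclusive = half or more replicates reach 50% but mean below 50%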;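 also: 0% = complete ARNT plus TACC3 wells and 100% = ARNT alone without TACC3; many hits fall short of the cut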
SIRT5 inh – SIRT5 desuccinylase inhibitors, primary screen, biochemical, fluorescence imaging, single point, set 5; Purified SirT5, succinyl-peptide AMC, trypsin-coupled fluorescence; inhibition, % at 15 µM; NAD-dependent protein deacylase sirtuin-5, mitochondrial (Homo sapiens), Q9NXA8; AID 652115, 2013; 330,000 compounds, 1.1% hits; in the data active = inhibition above about 15%; inconclusive = no clear call, values can overlap the other calls
Target sequence (Q9NXA8 whole entry, looked up): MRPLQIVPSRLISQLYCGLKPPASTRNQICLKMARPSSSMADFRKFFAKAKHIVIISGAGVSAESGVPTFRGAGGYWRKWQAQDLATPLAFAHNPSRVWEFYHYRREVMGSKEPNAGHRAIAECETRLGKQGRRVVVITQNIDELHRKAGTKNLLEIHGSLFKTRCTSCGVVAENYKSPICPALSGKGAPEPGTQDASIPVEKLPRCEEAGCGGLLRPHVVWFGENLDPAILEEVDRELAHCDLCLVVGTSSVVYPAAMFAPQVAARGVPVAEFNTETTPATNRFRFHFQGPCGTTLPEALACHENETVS
esBAF inh – Bmi1 luciferase reporter increase in mESCs, primary screen, esBAF inhibitor project, mouse ES cells, Bmi1 luciferase knock-in, single point. 24 h; 100% = twice the neutral-well signal. reporter increase, % at 12.5 µM. 350,000 compounds, 2% hits; in the data active = activation above about 40%; inconclusive = no clear call, values can overlap the other calls;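 also: 0% = median of the plate's neutral control wells and 100% = double that signal; a rise in the Bmi1 reporter signal indicates esBAF inhibition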
miR-122 sensor – miR-122 Renilla sensor signal increase in Huh7, primary screen, miR-122 inhibitor project, cell-based, single point, plate reader. Huh7 miR-122 Renilla luciferase sensor, 48 h; neutral wells = 0, positive control = 100. activation (reporter increase), % at 12.5 µM. 340,000 compounds, 0.3% hits;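 active = mean replicate activation score at least 90 and every replicate individually at or above 90; inconclusive = only one of the two criteria met; inactive = neither criterion met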;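 also: higher luciferase means less miR-122 activity so hits act as miR-122 inhibitors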
ERp5 block – inhibitors of ERp5-driven insulin aggregation, primary screen, biochemical, turbidity, absorbance 650 nm, single point. 90 min. inhibition, % at 9.99 µM. 350,000 compounds, 0.05% hits;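 active = mean replicate inhibition above about 25%, with every replicate also reaching it, limit read from the data, passing the limit was not always enough; inconclusive = only one of those two criteria met; inactive = neither criterion met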
Target sequence (Q15084 whole entry, looked up): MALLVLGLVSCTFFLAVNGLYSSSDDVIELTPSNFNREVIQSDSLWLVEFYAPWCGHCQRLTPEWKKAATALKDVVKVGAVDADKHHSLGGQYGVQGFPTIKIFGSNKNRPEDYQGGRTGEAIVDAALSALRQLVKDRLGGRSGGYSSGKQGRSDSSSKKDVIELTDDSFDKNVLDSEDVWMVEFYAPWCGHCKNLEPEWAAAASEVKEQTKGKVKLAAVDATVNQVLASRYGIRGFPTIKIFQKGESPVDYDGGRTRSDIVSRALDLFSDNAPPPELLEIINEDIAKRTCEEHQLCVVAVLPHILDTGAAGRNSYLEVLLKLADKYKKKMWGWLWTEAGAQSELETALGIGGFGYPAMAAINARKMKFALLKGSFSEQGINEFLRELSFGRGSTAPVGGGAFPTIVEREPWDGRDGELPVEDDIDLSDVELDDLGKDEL
C2C12 statin – suppressors of statin myotoxicity in C2C12 myotubes, primary screen, cell-based, single point, plate reader; C2C12 myotubes + simvastatin, ATP luminescence, 48 h; scaled: DMSO 0, geranylgeraniol control 100; rescue of ATP level, % at 7.49 µM; 330,000 compounds, 0.78% hits; AID 602340, 2012;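 active = mean ATP rescue above about 67%, or every replicate alone reaching that limit, limit read from the data, passing the limit was not always enough; inconclusive = no clear call, values can overlap the other calls; inactive = mean under the limit and some replicate under it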;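 also: myotubes were challenged with 10 µM simvastatin during compound exposure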
Cneo AK release – Cryptococcus neoformans cell lysis inducers, primary screen, AK release luminescence, single concentration. C. neoformans lysis, adenylate kinase release luminescence, 4 h; normalised: neutral wells 0, clomiphene wells 100. lysis activity, % at 15 µM. 360,000 compounds, 0.2% hits;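 active = mean lysis activity across replicates of at least 80%, whatever share of replicates individually reach that level; inactive = mean lysis activity below 80%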
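Material – log-phase Cryptococcus neoformans yeast cells · Input – 5 × 10^6 yeast cells/mL · Medium – fresh YPD growth medium · Doses – single compound concentration per well · Timing – static 4 h at 37 °C with compound, 1 h detection · Detection – adenylate kinase release luminescence · Read-out – signal increase indicating cell lysis · Control set – Clomiphene as positive lysis control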
Active calls of the source: *; ? = inconclusive; · = no result given; [ ] = remark or other dose. An excerpt (hit frequency here may not be typical).

structure	ARNT-TACC3 inh	SIRT5 inh	esBAF inh	miR-122 sensor	ERp5 block	C2C12 statin	Cneo AK release
Cc1ccc(/C=C2/Sc3ccc(C(=O)N4CCC5(CC4)OCCO5)cc3NC2=O)cc1	2	-3	-4	·	-3	-13	8
CC(Cc1ccccc1Sc1ccccc1O)N(C)C (stereo not given)	21	·	4	-5	·	-5	0
Cc1nc2ccccc2c(=O)n1-c1cc([N+](=O)[O-])cc([N+](=O)[O-])c1	3	0	1	-6	-4	21	1
Fc1ccccc1CCNCc1cccc(Cl)c1Cl	-11	·	13	-9	·	-8	2
O=S(=O)(c1ccc(Cl)cc1)N1CN2CCN(C2)C1	-3	·	-2	-11	·	·	0
CCC(C)n1c(O)c(/C=N/NC(=O)c2ccncc2)c(=O)[nH]c1=S (stereo not given)	65*	4	·	·	1	·	·
CC1=CC(O)C(O)C2(C)C1CC1OC(=O)CC3C(C)C(O)C(=O)C2C13CO (stereo not given)	-1	·	-2	3	·	9	-1
Oc1ccc(Br)cc1CN1CCN(c2ccccc2)CC1	7	·	-4	5	·	-15	-1
CC(=O)NC1CC2CCC(C1)N2 (stereo not given)	-2	·	9	4	·	4	-2
C#CCOC(=O)C1=CCCN(C)C1	-17	-1	0	1	-1	-15	0
Cc1ccc(OP(=O)(O)Oc2ccc(C)cc2)cc1	-7	·	1	-3	·	12	4
CN(C)c1ccc(C2C3C=CC(C3)C2(C#N)C(=O)O)c(Br)c1 (stereo not given)	-2	·	1	·	1	1	-2
COc1ccc(-n2c(-c3ccc(C)cc3)nc3ccccc3c2=O)cc1	-3	0	·	·	-2	·	·
COC(=O)C1=C(c2ccc(F)cc2OCc2ccccc2)C[C@@H]2CC[C@H]1N2C(=O)NCCOc1ccccc1Cl	-10	9	-3	-8	-5	-8	1
N#Cc1cccc(-c2ccc([C@H]3[C@H](CO)N4CCCCN(C(=O)Cc5cccnc5)C[C@@H]34)cc2)c1	-7	-7	7	-5[16.7 µM]	0	-14	2
COc1ccccc1CN1CCN(C(=O)COc2cccc(C)c2)CC1	0	·	-5	0	·	2	2
CC(C)C(NC(=O)C(C(C)C)N(C)C)C(=O)N(C)C(C(=O)N1CCCC1C(=O)N1CCCC1C(=O)NCc1ccccc1)C(C)C (stereo not given)	0	-5	·	?	-6	·	·
O=[N+]([O-])c1cc(F)c(N2CCCCC2)cc1Br	-2	-9	·	-5	7	·	0
CCSc1nnc([C@@H](N)Cc2ccccc2)o1	-2	·	1	-4	·	15	-1
COC(=O)[C@@H]1[C@@H](CO)[C@@H]2Cn3c(ccc(-c4ccccc4)c3=O)[C@H]1N2CCc1ccccc1	-4	16*	-2	-2[16.7 µM]	4	4	4
Cc1ccc2c(c1)c(=O)c1c3n2CCN(CC#N)C3CC1 (stereo not given)	-1	5	-6	1	3	-1	·
CN1C(=O)NC(=O)/C(=C/c2ccc(C(=O)O)cc2)C1=O	32	0	-3	8	2	5	·
CC1CN(c2ccccn2)C(C)CN1C(=O)C(O)(c1ccccc1)c1ccccc1 (stereo not given)	-2	·	·	-4	-9	4	7
COc1ccc(-n2c(C)nc3cc(C(=O)N4CCC5(CC4)OCCO5)ccc32)cc1	-22	·	-8	18	·	2	1
CN1CCN(c2ccc([N+](=O)[O-])c3cccnc23)CC1	2	·	-2	·	·	-1	-3
CC(=NCCc1ccccc1)c1c(O)[nH]c(=O)[nH]c1=O	-8	-2	·	·	3	·	·
N#CC(c1ccccc1)N1CCOCC1 (stereo not given)	-6	-2	·	·	5	·	·
Cc1cc(NC(=O)CCl)nn1C	-5	0	·	·	1	·	·
CCC(C)C1NC(=O)C(NC(=O)C(CC(C)C)N(C)C(=O)C2CCCN2C(=O)C(C)O)C(C)OC(=O)C(Cc2ccc(OC)cc2)N(C)C(=O)C2CCCN2C(=O)C(CC(C)C)NC(=O)[C@H](C)C(=O)[C@H](C(C)C)OC(=O)CC1O (stereo not given in full)	1	·	·	-14	1	·	·
CN(C)c1cc(N)c2c(n1)CCC2 (tested in a mixture with another compound)	-12	·	5	18	·	4	4
CN1CN(c2cccc([N+](=O)[O-])c2)CN=C1N[N+](=O)[O-]	37	7	·	·	4	·	·
O=C1/C(=C\c2ccc3c(c2)OCO3)N2CCC1CC2	-8	-17	·	1	-4	·	-9
COc1ccc(-n2c(-c3ccccc3)nc3ccccc3c2=O)cc1	-6	-1	10	-4	-6	-6	·
O=C(Cc1cccnc1)N1CCCCN2[C@H](CO)[C@H](c3ccc(C#CC4CC4)cc3)[C@@H]2C1	·	0	·	1[16.7 µM]	2	·	1
C[C@]12CCC(=O)C=C1CC[C@@H]1[C@@H]2CC[C@@]2(C)[C@H]1CC[C@]2(C)O	-2	·	8	-1	2	-5	1
O=C1CC(c2ccccc2)CC(O)=C1C=NCCN1CCN(C(=O)Cc2ccccc2)CC1 (stereo not given)	-6	·	2	-2	·	4	·
CCN(CC(=O)Nc1ccc(NC(C)=O)cc1)C(=O)CSC(c1ccccc1)c1ccccc1	20	3	-8	·	15	3	1
CC1([N+](=O)[O-])COP(=O)(Nc2cccc(Br)c2)OC1 (stereo not given)	-6	2	1	-5	-1	3	·
O=C(c1cc(F)ccc1F)C1CCCN(CCCc2ccccc2)C1 (stereo not given)	2	-7	·	·	4	·	·
O=C(Nc1ccc(Br)cc1)c1nn(C23CC4CC(CC(C4)C2)C3)cc1Br	-1	·	-3	-6	·	4	-3

2 of the compounds above, as labelled records.
> CCC(C)n1c(O)c(/C=N/NC(=O)c2ccncc2)c(=O)[nH]c1=S (stereo not given)
- ARNT-TACC3 inh = 65*
- SIRT5 inh = 4
- esBAF inh = ·
- miR-122 sensor = ·
- ERp5 block = 1
- C2C12 statin = ·
- Cneo AK release = ·

> CC1=CC(O)C(O)C2(C)C1CC1OC(=O)CC3C(C)C(O)C(=O)C2C13CO (stereo not given)
- ARNT-TACC3 inh = -1
- SIRT5 inh = ·
- esBAF inh = -2
- miR-122 sensor = 3
- ERp5 block = ·
- C2C12 statin = 9
- Cneo AK release = -1

(continued)
structure	ARNT-TACC3 inh	SIRT5 inh	esBAF inh	miR-122 sensor	ERp5 block	C2C12 statin	Cneo AK release
O=c1[nH]c(=S)[nH]c(O)c1N=Nc1ccc2c(c1)OCO2	-8	8	·	1	4	·	·
O=C(Cc1ccccc1)N1CCCCN2[C@H](CO)[C@H](c3ccc(C#Cc4ccccc4)cc3)[C@@H]2C1	-23	-3	·	-5[16.7 µM]	-1	·	2
O=C(c1ccccc1)c1cn(CC(=O)N2CCCc3ccccc32)c2ccccc12	19	·	8	-5	·	2	1
CN1[C@@H]2CNc3ccccc3[C@@H]2[C@@H]1CO	-3	0	-4	-7[16.7 µM]	1	9	54
c1ccc(CNCCc2ccc3c(c2)OCO3)nc1	31	1	·	·	-2	·	·
COC(=O)[C@@H]1[C@@H](CO)[C@@H]2Cn3c(ccc(C4=CCCCC4)c3=O)[C@H]1N2Cc1ccccn1	-9	-19	2	6[16.7 µM]	5	-21	4
O=C(CN1CCN(CCO)CC1)Nc1ccc(Cl)cc1C(=O)c1ccccc1	-3	·	-2	1	·	-2	-1
CC(C)c1oc(=O)cc2c1[C@@H](O)[C@H]1OC(=O)[C@@]3(C)C[C@@H](O)[C@@H](O)[C@@]2(C)C13 (stereo not given in full)	·	-1	-4	·	-2	96*	2
COC(=O)C1=C(c2ccccc2OCc2ccccc2)C[C@@H]2CC[C@H]1N2C(=O)NCc1ccc(Cl)cc1	-8	·	-1	-5	-4	5	-1
O=C(Cc1ccccc1)N1CCCCN2[C@@H](CO)[C@@H](c3ccc(C#CC4(O)CCCC4)cc3)[C@@H]2C1	-6	2	·	0[16.7 µM]	16	·	-1
Cc1nc2ccccc2c(=O)n1-c1ccncc1	-3	-1	-8	-9	5	14	-1
CCOC(=O)C1(CCCc2ccccc2)CCN(C2CCCC2)CC1	11	-3	3	-3	8	-11	0
Cc1[nH]nc2ccc(-c3cncc(OC[C@@H](N)Cc4c[nH]c5ccccc45)c3)cc12	-2	·	-85	·	·	-329	11
COc1ccc(C(=O)C2CCCN(Cc3ccc(C)s3)C2)cc1OC (stereo not given)	-12	-4	1	-1	-4	11	·
COc1ccc2c(c1)C13CCN4CC5=CCOC6CC(=O)N2C1C6C5CC43 (stereo not given)	·	-3	6	2	5	-2	-1
CC(=Nc1ccc2c(c1)CCC2)c1c(O)n(C2CCCCC2)c(=O)[nH]c1=O	-6	·	-3	-1	·	-21	-2
O=C(COc1ccc(Cl)cc1)N(c1ccc(Cl)cc1)C1CN2CCC1CC2 (stereo not given)	-6	-5	-7	·	-2	-2	·
CCc1cc2c(cc1-c1csc(C/C(N)=N/O)n1)C(C)(C)CCC2(C)C	·	-3	-1	-1	-5	9	0
Cc1cccc(NC(=O)[C@@H](NC(=O)N2C[C@H]3C[C@@H](C2)c2cccc(=O)n2C3)C(C)C)c1	·	-1	-10	-2	6	2	3
CCC1CO/C(=C(\C(Cl)=C(Cl)Cl)[N+](=O)[O-])N1Cc1ccc(Cl)nc1 (stereo not given)	2	-1	-7	-11	-2	2	-1
O=C(NP(=O)(N1CC1)N1CC1)c1cc(I)ccc1I	-1	·	·	-1	0	·	·
Cc1ccc(N)cc1C	·	·	-1	-5	8	3	0
CCCCn1c(O)c(C(CC)=NC(C)c2ccccc2)c(=O)[nH]c1=O (stereo not given)	-3	2	0	5	-1	22	0
CC1CCCCN1C(=O)Cn1cc(C=C2C(=O)N(C)C(=O)N(C)C2=O)c2ccccc21 (stereo not given)	-9	-2	-3	-1	1	4	2
N#CC1=C(N)Oc2c(c(=O)oc3ccccc23)C1c1ccncc1 (stereo not given)	-7	2	-12	-2	-4	10	-1
Clc1ccc2[nH]c3c(c2c1)CCNC3	4	0	-4	3	-6	-7	4
C[C@H]1CCC/C=C/C2C[C@H](O)CC2[C@H](O)/C=C/C(=O)O1 (stereo not given in full)	-7	·	-59	-17	·	-109	0
CCOP(=O)(OCC)C(NC(=O)c1ccccc1)=C(Cl)Cl	2	-6	·	·	1	·	·
O=C1NC(=S)NC(=O)C1=Cc1ccc(Br)s1	10	24*	6	-1	-2	-4	-1
CN(C)C(CNC(=O)Cc1ccc(Br)cc1)c1ccccc1 (stereo not given)	-2	-1	-8	0	-7	4	1
COc1ccc(-n2c(O)c(C(C)=NC3CC3)c(=O)[nH]c2=O)cc1	·	·	-10	4	·	4	-5
COc1ccc(C2SCC(=O)Nc3c2c(C)nn3-c2ccccc2)cc1 (stereo not given)	·	·	3	3	·	10	-1
COc1ccc(NC(=O)c2cn(CCC#N)nc2-c2cccc(Br)c2)cc1	-9	0	-3	·	4	24	0
Cn1c(O)c(/C=C2/C=CC=N2)c(=O)[nH]c1=O	-5	1	-4	2	-2	5	·
O=C(c1ccc(F)cc1Cl)N1CCC2(CC1)OCCO2	-9	·	-4	-8	5	3	-1
O=c1c2ccccc2nc(-c2ccccc2)n1-c1ccccn1	8	-2	·	·	0	·	·
CN1CCN(c2cn[nH]c(=O)c2Cl)CC1	8	14	-13	3	-2	8	7
Cc1nn(CC(=O)N2CCC3(CC2)OCCO3)c(=O)c2cc3ccccc3n12	-3	-2	0	·	3	-1	10
